RSV antiviral HEp-2 – inhibition of RSV-induced cytopathic effect – HEp-2 cells, primary 10 µM value included (AID 2391) | CPE inhibition, % at 10 µM, or IC50 in µM where a hit was titrated | 310,000 tested, 0.13% active | HEp-2 cells, RSV-induced CPE inhibition; higher % means a stronger effect; in the data active means a potency from the dose series; inconclusive means CPE inhibition mostly from about 23% at the one dose, without a potency; inactive means the rest, 99 in 100 with CPE inhibition below about 21%; further: strong numbers were not always called active
Rac1 GTP hydrolysis – MgcRacGAP GTPase-activating activity inhibitors, confirmation, biochemical, ADP Hunter fluorescence; MgcRacGAP-stimulated Rac1 GTP hydrolysis, ADP Hunter fluorescence; higher % means a stronger effect; GST-tagged Rac1 F28L mutant substrate; inhibition, % at 30 µM, or IC50 in µM where a hit was titrated; 340,000 tested, 0.6% active; AID 624330;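 active means first-screen hits whose inhibition reached a set limit at any dose in the follow-up dose series; inconclusive means inhibition above the set first-screen limit but never retested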;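 further: fluorescence reports GDP produced by GAP-driven GTP hydrolysis; strong numbers were not always called active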
XIAP antagonists – small molecules displacing peptide from XIAP – biochemical, IAP family, fluorescence polarization (AID 1018). XIAP BIR domain, fluorescence polarization peptide displacement; higher % means a stronger effect. one-dose displacement, % at 20 µM; IC50 in µM for titrated hits. 200,000 tested, 0.007% active; in the data active means displacement above about 50%; further: a part of the inactive calls stands beside numbers as strong as those of hits
AID2073 – inhibitors of Mint1-CaV2.2 protein interaction, biochemical, HTRF (AID 2073) | HTRF protein-protein interaction, Mint1-CaV2.2; higher % means a stronger effect | inhibition, % at 20 µM, or IC50 in µM where a hit was titrated | 290,000 tested, 0.19% active; in the data active means inhibition mostly above about 51%, no sharp cut-off; inconclusive means no clear call, values can overlap the other calls; inactive means mostly below about 53%; further: some results filed as inactive read as strong as hits
SIAH1 antagonists – blockers of Siah-1 interaction with plectin peptide – biochemical, fluorescence polarization, rhodamine-plectin, uHTS, primary screen (AID 1817) | Siah-1 / rhodamine-plectin peptide fluorescence polarization; higher % means a stronger effect | displacement, % at 20 µM; hits with a dose series show IC50 in µM | 290,000 tested, 0.02% active;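 active means displacement of at least 50% at 20 µM, with a fluorescence ratio check between 0.3 and a set limit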;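 further: plate controls were Siah plus tracer with DMSO for no effect and tracer alone without Siah for full effect; strong numbers were not always called active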
LYP inhibition – inhibitors of LYP phosphatase, biochemical, fluorescence intensity, uHTS (AID 1779) | recombinant LYP phosphatase, fluorescence intensity; higher % means a stronger effect | inhibition, % at 11.5 µM, or IC50 in µM where a hit was titrated | 290,000 tested, 0.054% active; in the data active means inhibition above about 50%;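 further: plate controls were vehicle with enzyme for no effect and no enzyme for full effect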
HIV fusion peptide – inhibitors of HIV fusion peptide binding, primary screen, biochemical, uHTS, fluorescence dequenching (AID 1986). cell-free peptide binding, fluorescence dequenching, 30 min; higher % means a stronger effect. inhibition, % at 20 µM, or IC50 in µM where a hit was titrated. 290,000 tested, 0.3% active; in the data active means inhibition mostly above about 52%, no sharp cut-off; inactive means mostly below about 76%; further: some results filed as inactive read as strong as hits
Dengue-2 NS5 capping – flavivirus cap methylation enzyme inhibition – biochemical, confirmation dose response, primary screen (AID 588689); Dengue-2 NS5 methyltransferase capping enzyme assay, biochemical; higher % means a stronger effect; one-dose inhibition, % at 25 µM; IC50 in µM for titrated hits; 340,000 tested, 0.3% active; in the data active means a potency from the dose series; inconclusive means inhibition above about 29% without an active follow-up result
SV40 large T antigen – TAg ATPase/helicase activity blockers – biochemical (AID 1903); inhibition, % at 20 µM; hits with a dose series show IC50 in µM; 310,000 tested, 0.39% active; SV40 large T antigen ATPase/helicase inhibition assay; higher % means a stronger effect; in the data active means a potency from the dose series; inconclusive means inhibition mostly from about 32% at the one dose, without a potency; inactive means the rest, 99 in 100 with inhibition below about 32%; further: strong numbers were not always called active
Dengue-2 NS5 capping pilot replicate – further read-out of Dengue-2 NS5 capping, marked with its call; inhibition, %; measured here: pilot screen replicate inhibition
* = called active by the depositor; ? = inconclusive; / = not tested or not shown.

SMILES | RSV antiviral HEp-2 | Rac1 GTP hydrolysis | XIAP antagonists | AID2073 | SIAH1 antagonists | LYP inhibition | HIV fusion peptide | Dengue-2 NS5 capping | SV40 large T antigen | others
O=C(CNC(=O)c1ccccc1)OC1CCCCC1 | 1.9% | 10% | -15% | -8% | -1% | 3% | 0.2% | -10% | 2%
Cc1ccc(S(=O)(=O)NNc2nc3ccccc3nc2C(F)(F)F)cc1 | 0.4% | 10% | -3.3% | 45% | 2% | -1% | 5.3% | 8% | 29%
COC(=O)c1sc(-c2ccc(C(C)(C)C)cc2)cc1NC(=O)c1ccccc1C(=O)O | / | 17% | / | 19% | 14% | -1% | 18µM* | 36µM* | 35%
CCn1c(SCC(=O)N(C(C)C)C(C)C)nnc1-c1cc2ccccc2cc1O | 7.5% | 6% | -24% | 1% | 0% | 3% | -3.8% | -2% | 6%
Cc1cc(C)n2nc(Sc3ncccc3[N+](=O)[O-])nc2n1 | / | / | / | -2% | -4% | -9% | -1.0% | / | 1%
C=CCN1C(=O)C(Cc2ccc(OC)cc2)S/C1=N\N=C\c1cccs1 (configuration not stated) | 3.0% | 7% | -2.8% | -3% | -8% | -7% | -0.2% | 1% | 3%
CCCCN(CC)C(=O)CSc1nc2c(sc(=S)n2-c2ccc(OCC)cc2)c(=O)[nH]1 | / | 8% | 0.1% | 36% | 8% | 2% | 34% | 22% | 14%
COc1ccc(Cl)cc1NC(=O)COC(C)=O | 0.6% | -5% | -6.0% | -2% | 4% | -8% | 1.2% | 5% | 1%
COc1ccc(C(c2nnnn2CCc2ccccc2)N2CCN(C3CCCC3)CC2)cc1 (configuration not stated) | -0.8% | 4% | -2.0% | -2% | -1% | -4% | 4.8% | 2% | 5%
O=C(Cn1nc(C(F)(F)F)c2c1CCC2)N1CCN(c2ccccc2)CC1 | 1.0% | 8% | 1.9% | -3% | 0% | 0% | -1.5% | 1% | -3%
Cc1cc(C(=O)Nc2ccccc2C(=O)N2CCCCC2)ccc1[N+](=O)[O-] | 0.2% | 7% | -4.5% | -11% | 2% | -4% | -1.3% | 2% | 4%
COc1ccccc1CCC(=O)OCc1csc(CC(=O)Nc2ccccc2C)n1 | 0.3% | 8% | / | 9% | -2% | 0% | 0.2% | -9% | -2%
CC(=O)c1c(C(=O)O)[nH]c(C(=O)O)c1C | -1.4% | 4% | -6.1% | -22% | 3% | -3% | -0.9% | 1% | 7%
Cc1ccc(NC(=O)c2cccs2)cc1S(=O)(=O)Nc1cccc(Cl)c1 | 8.8% | -9% | -2.9% | 10% | -3% | 5% | 4.2% | -3% | 6%
O=C(CCCN1C(=O)c2cccc3cccc(c23)C1=O)NCCN1CCOCC1 | -0.9% | 9% | 7.2% | -1% | 10% | 0% | 1.2% | -7% | 13%
COc1ccc(N2C(=O)N3[C@H](c4ccc(Br)cc4)[C@@H]4C(=O)N(C(C)(C)C)C(=O)[C@@H]4[C@]3(Cc3ccccc3)C2=O)cc1 | 8.3% | 7% | / | 8% | 0% | 4% | 1.0% | -7% | 10%
CC(C)c1ccc(C2NC(C(=O)O)CS2)cc1 (configuration not stated) | -2.3% | 3% | -4.5% | -4% | -3% | -7% | -1.2% | 6% | 8% | Dengue-2 NS5 capping pilot replicate=0.6
N#CC(C#N)=C(Nc1ccc(F)cc1)SCc1cccc(F)c1 | 19% | 6% | -2.2% | 8% | 7% | 0% | 14% | 1% | 2%
CCN(C(=O)CSc1ncnc2c1cnn2-c1ccccc1)C1CCS(=O)(=O)C1 (configuration not stated) | 1.2% | 2% | / | / | / | / | / | -1% | -4%
COc1ccc(CN=CC2=C(O)CNC2=O)cc1 | 1.4% | 0% | -0.8% | 0% | -1% | -5% | -1.7% | -5% | 3%
Cc1cc(C)n(C2CCCCC2OC(=O)c2ccccc2F)n1 (configuration not stated) | 1.0% | 4% | -0.6% | -4% | -2% | 1% | 0.6% | -4% | 3%
COc1ccc(-n2c(NC(=O)c3ccc(Br)o3)c(C#N)c3nc4ccccc4nc32)cc1 | / | / | -1.3% | 18% | 10% | -6% | -1.1% | / | 12%
COc1ccc(NC(=O)c2oc3ccccc3c2C)cn1 | 9.7% | 5% | / | 7% | 2% | -8% | 0.1% | 1% | 1%
CC1CC(C)CN(C(=O)C2CCCN(c3ncnc4c3nc3n4CCCCC3)C2)C1 (configuration not stated) | 2.6% | 2% | / | 10% | 7% | -5% | -1.2% | -13% | 20%
COc1ccc2nc3ccccc3nc2c1N | 10.0% | ? | / | 1% | 18% | -8% | 19% | 40% | 55%

The list continues:
SMILES | RSV antiviral HEp-2 | Rac1 GTP hydrolysis | XIAP antagonists | AID2073 | SIAH1 antagonists | LYP inhibition | HIV fusion peptide | Dengue-2 NS5 capping | SV40 large T antigen | others
CC(=O)NS(=O)(=O)c1ccc(NC(=O)/C=C/c2ccco2)cc1 | 1.0% | -4% | 0.8% | 40% | 7% | 8% | 15% | -4% | 7%
COc1cc2[nH]c3c(=O)n(CCN4CCOCC4)cnc3c2cc1OC | 0.4% | 10% | / | 0% | 5% | -3% | -0.6% | -14% | 8%
Cc1cc(C)c2c(=O)[nH]c(SCC(=O)N3CCOCC3)nc2n1 | -1.0% | 6% | -2.3% | 22% | -1% | -6% | -0.1% | -3% | /
COc1ccc2cc(CCNC(=O)c3cccc([N+](=O)[O-])c3)c(=O)[nH]c2c1 | 0.9% | 7% | -17% | -5% | -4% | -7% | -2.3% | / | 20%
CC(C(=O)c1ccccc1)[n+]1cccc(Br)c1 (configuration not stated) | 0.8% | / | / | 1% | 5% | -10% | -0.3% | -5% | 5%
Cc1ccc(S(=O)(=O)N2CCOCC2)cc1NC(=O)COC(=O)Cc1cccs1 | -0.1% | 3% | / | / | / | / | / | -4% | -4%
CCCCNS(=O)(=O)c1ccc(OC)c(C)c1 | 0.1% | 4% | 0.5% | 13% | 5% | -6% | 3.0% | -3% | 6%
COc1ccccc1-n1cnnc1SCC(=O)Nc1ccccc1 | 2.5% | 4% | / | 8% | 3% | -5% | -0.7% | 0% | 11%
COc1ccc(NC(=O)CSc2nncn2C)cc1 | 0.3% | 5% | / | ? | -4% | -11% | -1.4% | -1% | 10%
COc1cc(C(O)P(=O)(OCC(C)C)c2ccc(N(C)C)cc2)cc(OC)c1OC (configuration not stated) | 0.8% | 13% | / | 1% | 11% | -8% | -0.5% | -2% | 9%
CCOC(=O)N1CCN(c2c(NCCCN(CC)CC)c(=O)c2=O)CC1 | -1.1% | 5% | -5.1% | 0% | -3% | 0% | -0.7% | -3% | 0%
O=C1C(=O)N(Cc2cccnc2)C(c2cccc(F)c2)/C1=C(/O)c1ccc2c(c1)OCO2 (configuration not stated) | 0.4% | 11% | / | 34% | -1% | -2% | -3.5% | 6% | 8%
Cc1ccc(NC(=S)/C(=C(\[O-])c2ccc(C)c([N+](=O)[O-])c2)[n+]2ccccc2)cc1C | 6.9% | / | -1.9% | -19% | -2% | 2% | 0.2% | / | 4%
CCc1ccc(CN(C)C(=O)c2cc(COc3ccc(OC)cc3Cl)on2)nc1 | 17% | 11% | / | -5% | 1% | -5% | -1.2% | -1% | 3%
Cc1c(C)n2c(SCC(=O)NC3CCCCC3)nnc2[nH]c1=O | -0.7% | 7% | / | / | / | / | / | -8% | 10%
CCOC(=O)c1[nH]ncc1CN1CCc2ccc(NC(=O)C3CCCO3)cc2C1 (configuration not stated) | 2.4% | 4% | / | 9% | 0% | -6% | 1.3% | 7% | 9%
O=C(NCCc1ccccc1Cl)C1CC(=O)N(C2CCCCC2)C1 (configuration not stated) | 0.8% | 1% | / | 12% | 1% | -6% | -2.1% | 3% | 6%
COc1ccc(C)cc1Nc1cc(C)nc2nc(C)nn12 | 0.7% | 1% | -0.5% | 10% | -2% | 4% | 1.3% | 0% | 1%
CCc1cccc(C)c1NC(=O)CO/N=C(\C)c1cc2ccccc2o1 | 3.0% | 3% | -1.6% | -5% | 8% | -3% | 1.2% | -6% | -3%
Cc1nc2ccc(C(=O)N3CCCC(CO)(Cc4ccc(F)cc4F)C3)cc2nc1C (configuration not stated) | 0.7% | -12% | / | 6% | -2% | -9% | 0.0% | -14% | 16%
COc1ccc(OC)c(/C=N/NC(=O)c2cc3c(OC)cccc3[nH]2)c1 | / | -1% | / | 18% | -4% | 0% | 1.6% | 11% | 3%
N/C(=N\OC(=O)c1ccc([N+](=O)[O-])cc1)c1ccc(Br)cc1 | 0.8% | -7% | / | 15% | -2% | -9% | -0.2% | -3% | 1%
CC(C)=CC(=O)OCC(=O)NC1CCCc2ccccc21 (configuration not stated) | 1.2% | 5% | -3.4% | -6% | 5% | 0% | 0.8% | -8% | 6%
Cc1ccc(Cl)cc1NC(=S)N1CCC(c2ccccc2)C1 (configuration not stated) | 2.4% | 7% | -9.6% | -21% | -1% | 10% | -2.3% | -5% | 17%
COc1cc2c(cc1OC)C1=NC(=O)CN1C(SCc1ccc(C)cc1)=N2 | 0.1% | 6% | -14% | -13% | -7% | 6% | 3.9% | -10% | 11%

Later entries.
SMILES | RSV antiviral HEp-2 | Rac1 GTP hydrolysis | XIAP antagonists | AID2073 | SIAH1 antagonists | LYP inhibition | HIV fusion peptide | Dengue-2 NS5 capping | SV40 large T antigen | others
COc1cccc(CN2CCC(C(=O)Nc3ccc(-c4cccc(C)c4)cc3)CC2)c1O | 3.8% | 4% | / | -1% | 0% | -12% | -4.3% | -5% | 2%
Cc1ccc(NC(=O)Cn2cccc2)cc1 | 0.4% | 11% | 4.7% | -4% | -3% | -7% | 0.7% | 2% | -1%
O=C(C(Cc1ccccc1)N1C(=O)C2C3C=CC(C3)C2C1=O)N1CCCCC1 (configuration not stated) | / | 8% | -4.6% | -4% | 0% | 1% | 0.2% | -3% | 2%
O=C(Cc1ccccc1)NCc1ccc2c(c1)OCO2 | -1.3% | 4% | -3.5% | -1% | -1% | -8% | -2.2% | 2% | 2%
CN(c1ccccc1)c1cc(=O)[nH]c(=O)[nH]1 | 1.1% | 4% | -1.6% | 4% | 1% | -2% | 2.6% | 4% | 12%
COc1ccc2c(C)cc(SCC(=O)Nc3cccnc3Cl)nc2c1 | 1.7% | 10% | -3.9% | 35% | 6% | -8% | 3.2% | 10% | 27%
Cc1ccc(NC(=O)CCSc2nc(C)cc(C)n2)cc1 | 1.6% | 4% | -2.2% | -3% | 2% | -2% | 2.4% | 6% | -2%
COc1ccc(CCn2c(N3CCN(Cc4ccccc4)CC3)nc3c2c(=O)[nH]c(=O)n3C)cc1 | 3.6% | 5% | -6.8% | -5% | 0% | -11% | -0.3% | 2% | 2%
CCC(C)(C)NC(=O)C(c1cccn1C)N(C(=O)Cn1nnc2ccccc21)c1ccc(F)cc1 (configuration not stated) | 2.5% | 12% | -6.9% | 4% | -3% | 2% | 0.4% | -2% | 8%
